697 NFkB inh – lowers PMA/ionomycin-induced NF-kB signal in 697 B cells | 697 B-cell NF-kB luciferase reporter, 16 h | inhibition, % at 4 µM | 330,000 tested, 0.33% active; in the data active means inhibition above about 35%
TIM10 inh – growth inhibitors of TIM10 yeast strain; inhibition, % at 10 µM; S. cerevisiae TIM10 strain growth, BacTiter-Glo luminescence, 24 h; AID 463195; 330,000 tested, 1.4% active;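 active means inhibition of 40% or more at the single tested concentration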;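 further: wild-type TIM10 isogenic control strain grown at permissive 25 °C; 0% = DMSO yeast wells and 100% = minimal medium wells without yeast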
XBP1 UPR activ – activators of adaptive arm of unfolded protein response (XBP1); CHO-XBP1 luciferase reporter, IRE1-XBP1 UPR activation, luminescence; percent of tunicamycin response, DMSO as zero; activation, % at 20 µM; 330,000 tested, 0.33% active;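 active means versus positive control, 20 µM dose yields 30% or more activation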;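 further: 100% = tunicamycin at 10 µg/mL and 0% = DMSO only wells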
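Assay system: IRE1-XBP1 luciferase reporter CHO line. Input: 1000 cells/well. Buffer or medium: F12 with 10% serum. Doses: 20 µM, 1% DMSO. Times: overnight seeding at 37 °C, 6 h compound treatment at 37 °C. Technique: Steady-Glo luciferase glow luminescence, 10 min after reagent addition.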
CHOP UPR activ – apoptotic UPR (CHOP) activation. CHO-CHOP luciferase reporter, luminescence; percent of tunicamycin response over DMSO baseline. activation, % at 10 µM. 330,000 tested, 0.34% active. AID 449763;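 active means at 10 µM dose, activation of 40% or more, normalized to positive control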;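 further: 100% = tunicamycin at 10 µg/mL and 0% = DMSO alone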
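Evaluation: % reporter activation, DMSO baseline versus tunicamycin full activation; System: CHO-CHOP luciferase reporter cell line; Input: 500 cells/well; Incubation: 6 h compound treatment, 37 °C; Measured by: Steady-Glo luciferase luminescence; Dosing: one dose, 10 µM in 0.5% DMSO; Buffer or medium: F12 medium, 10% FBS; Benchmarks: positive tunicamycin 10 µg/mL, negative DMSO alone.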
Mdm2-MdmX inh – human Mdm2/MdmX binding inhibition; O15151+Q00987; SaOS-2 split-luciferase Mdm2/MdmX complementation, luminescence; inhibition, % at 8 µM; 330,000 tested, 3% active;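 active means inhibition of at least 50% at 8 µM in the primary screen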
Target sequence (O15151 whole entry, looked up): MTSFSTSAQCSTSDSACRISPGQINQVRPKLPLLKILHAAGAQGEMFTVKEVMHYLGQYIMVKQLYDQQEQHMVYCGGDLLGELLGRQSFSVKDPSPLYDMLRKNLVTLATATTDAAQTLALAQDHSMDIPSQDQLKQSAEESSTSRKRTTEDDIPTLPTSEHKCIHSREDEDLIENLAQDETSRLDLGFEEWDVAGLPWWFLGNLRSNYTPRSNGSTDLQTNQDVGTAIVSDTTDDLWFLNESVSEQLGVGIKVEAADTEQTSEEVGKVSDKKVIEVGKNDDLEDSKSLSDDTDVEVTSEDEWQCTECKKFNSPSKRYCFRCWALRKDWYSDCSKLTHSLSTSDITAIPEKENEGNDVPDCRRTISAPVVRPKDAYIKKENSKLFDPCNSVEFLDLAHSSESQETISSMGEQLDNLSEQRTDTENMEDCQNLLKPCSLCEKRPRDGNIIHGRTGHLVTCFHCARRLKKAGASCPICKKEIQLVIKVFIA
Target sequence (Q00987 whole entry, looked up): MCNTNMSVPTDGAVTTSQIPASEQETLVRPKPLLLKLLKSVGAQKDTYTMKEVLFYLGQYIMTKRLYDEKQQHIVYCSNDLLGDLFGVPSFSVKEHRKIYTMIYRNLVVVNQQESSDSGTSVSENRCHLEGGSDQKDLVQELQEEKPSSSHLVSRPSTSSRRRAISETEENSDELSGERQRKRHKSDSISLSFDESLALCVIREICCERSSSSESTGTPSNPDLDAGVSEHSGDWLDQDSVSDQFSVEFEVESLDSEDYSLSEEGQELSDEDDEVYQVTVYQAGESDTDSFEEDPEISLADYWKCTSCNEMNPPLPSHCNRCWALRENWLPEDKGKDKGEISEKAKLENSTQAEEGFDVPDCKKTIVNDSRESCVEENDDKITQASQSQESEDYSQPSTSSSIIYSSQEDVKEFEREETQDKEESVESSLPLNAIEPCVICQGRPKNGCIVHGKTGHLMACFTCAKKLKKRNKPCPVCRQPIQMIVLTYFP
tim10-1 inh – tim10-1 yeast growth inhibition; 330,000 tested, 2.2% active; inhibition, % at 20 µM; S. cerevisiae tim10-1 ts strain growth, BacTiter-Glo, 24 h;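 active means inhibition of at least 40%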;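 further: mutant grown at 25 °C; 0% = DMSO wells with yeast and 100% = wells holding no yeast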
tim23-1 inh – growth inhibitors of tim23-1 mutant yeast | 330,000 tested, 1.3% active | inhibition, % at 20 µM | S. cerevisiae tim23-1 growth, BacTiter-Glo luminescence, 24 h;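 active means growth inhibition of the mutant yeast at or above 50%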;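 further: temperature-sensitive mutant grown at 25 °C; plate controls were DMSO-treated mutant yeast for no effect and medium wells lacking yeast for full effect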
Jurkat NFkB inh – lowers PMA/ionomycin-induced NF-kB signal in Jurkat cells; PMA/ionomycin-induced NF-kB luciferase reporter, luminescence; inhibition, % at 4 µM; 330,000 tested, 0.53% active; in the data active means inhibition above about 50%
* = called active by the depositor. The order is random; about 6.6% have a hit in one of these screens.

What do the screens show for `CCOC(=O)Cc1nnc2c(Nc3ccc(Cl)cc3)nc3nonc3n12`?
697 NFkB inh: 1; TIM10 inh: 30; XBP1 UPR activ: 0; CHOP UPR activ: 1.3; Mdm2-MdmX inh: 92*; tim10-1 inh: 51*; tim23-1 inh: 49; Jurkat NFkB inh: 10

How did COc1cc(C)c(Cl)cc1S(=O)(=O)n1cnc2ccccc21 do in these assays?
697 NFkB inh: 6; TIM10 inh: 7; XBP1 UPR activ: -2; CHOP UPR activ: 1.7; Mdm2-MdmX inh: 5; tim10-1 inh: 23; tim23-1 inh: 28; Jurkat NFkB inh: 0

Results for Cc1nnc(SCc2nnc(-c3cccs3)o2)n1C1CCCCC1 ?
697 NFkB inh: 1; TIM10 inh: 12; XBP1 UPR activ: -2; CHOP UPR activ: 0.1; Mdm2-MdmX inh: 19; tim10-1 inh: -3; tim23-1 inh: 17; Jurkat NFkB inh: 6

Results for CCOc1ccccc1-c1nc(-c2ccc(NC(=O)c3ccc(Br)o3)cc2)no1 ?
697 NFkB inh: -27; TIM10 inh: -4; XBP1 UPR activ: 0; CHOP UPR activ: 4.4; Mdm2-MdmX inh: 21; tim10-1 inh: 5; tim23-1 inh: 0; Jurkat NFkB inh: -32

What do the screens show for `CN(C1CCCCC1)S(=O)(=O)c1ccc2c(c1)c(=O)c(C(=O)NCCN1CCCC1)cn2C`?
697 NFkB inh: -3; TIM10 inh: 2; XBP1 UPR activ: 1; CHOP UPR activ: -2.1; Mdm2-MdmX inh: 38; tim10-1 inh: 7; tim23-1 inh: 10; Jurkat NFkB inh: -11

What do the screens show for `COc1ccc(S(=O)(=O)Nc2cccc3c2O[C@H](CN(C)C(=O)Nc2c(C)noc2C)[C@@H](C)CN([C@H](C)CO)C3=O)cc1`?
697 NFkB inh: 18; TIM10 inh: 4; XBP1 UPR activ: -3; CHOP UPR activ: 1.8; Mdm2-MdmX inh: -3; tim10-1 inh: -2; tim23-1 inh: -16; Jurkat NFkB inh: 3

Results for COc1ccc([C@H]2CC(=O)C=C(c3cc4ccccc4s3)C2)cc1OC ?
697 NFkB inh: 1; TIM10 inh: -5; XBP1 UPR activ: -3; CHOP UPR activ: -1.4; Mdm2-MdmX inh: 29; tim10-1 inh: -2; tim23-1 inh: -8; Jurkat NFkB inh: 32

Results for O=C(COc1ccccc1)OCC(=O)c1ccc(S(=O)(=O)N2CCCCC2)cc1 ?
697 NFkB inh: -2; TIM10 inh: 4; XBP1 UPR activ: 7; CHOP UPR activ: 1.2; Mdm2-MdmX inh: -17; tim10-1 inh: 5; tim23-1 inh: 4; Jurkat NFkB inh: -11

What do the screens show for `CC(=O)c1ccc(N2C(=NC(=O)C3CCCO3)SC3CS(=O)(=O)CC32)cc1` (stereo not drawn)?
697 NFkB inh: 9; TIM10 inh: 10; XBP1 UPR activ: -2; CHOP UPR activ: 3.2; Mdm2-MdmX inh: 13; tim10-1 inh: -15; tim23-1 inh: 2; Jurkat NFkB inh: 4

How did O=C(Cc1ccc([N+](=O)[O-])cc1)N1N=C(C2CC2)CC1(O)C(F)(F)F (stereo not drawn) do in these assays?
697 NFkB inh: 9; TIM10 inh: 28; XBP1 UPR activ: -1; CHOP UPR activ: -0.2; Mdm2-MdmX inh: 6; tim10-1 inh: 24; tim23-1 inh: 43; Jurkat NFkB inh: 16

Results for COc1cccc(NC(=O)C2C(c3ccccc3)C2(Cl)Cl)c1 (stereo not drawn) ?
697 NFkB inh: -1; TIM10 inh: 19; XBP1 UPR activ: -3; CHOP UPR activ: 1.4; Mdm2-MdmX inh: 17; tim10-1 inh: 25; tim23-1 inh: 50; Jurkat NFkB inh: 7

How did Cc1cccnc1CCNC(=O)c1ccc(OC2CCN(Cc3ccccn3)CC2)cc1 do in these assays?
697 NFkB inh: -29; TIM10 inh: 2; XBP1 UPR activ: -7; CHOP UPR activ: -1.4; Mdm2-MdmX inh: 7; tim10-1 inh: 4; tim23-1 inh: 2; Jurkat NFkB inh: 18

Results for C=C(C)C(C)(C#CCN1CCCC1)OC(C)=O (stereo not drawn) ?
697 NFkB inh: 18; TIM10 inh: 0; XBP1 UPR activ: -1; CHOP UPR activ: 0.9; Mdm2-MdmX inh: -41; tim10-1 inh: 4; tim23-1 inh: 5; Jurkat NFkB inh: -3

Results for O=C(COC(=O)CN1C(=O)NC2(CCCC2)C1=O)Nc1ccccc1C(F)(F)F ?
697 NFkB inh: 19; TIM10 inh: -3; XBP1 UPR activ: -3; CHOP UPR activ: -0.5; Mdm2-MdmX inh: 9; tim10-1 inh: -26; tim23-1 inh: -15; Jurkat NFkB inh: -1

Results for C[C@@H]1CN=C2N(CCNC(=O)CCC3CCCCC3)[C@H](Cc3ccc(O)cc3)CN21 ?
697 NFkB inh: 20; TIM10 inh: -4; XBP1 UPR activ: -1; CHOP UPR activ: -1.3; Mdm2-MdmX inh: 4; tim10-1 inh: -6; tim23-1 inh: -12; Jurkat NFkB inh: -5

How did O=C(NC1CCCC1)C(c1ccccc1)N(C(=O)c1csnn1)C1CCCC1 (stereo not drawn) do in these assays?
697 NFkB inh: 7; TIM10 inh: -6; XBP1 UPR activ: -3; CHOP UPR activ: -0.7; Mdm2-MdmX inh: 10; tim10-1 inh: 17; tim23-1 inh: 20; Jurkat NFkB inh: -3

Results for COc1ccc(OC2OC3COC(c4ccco4)OC3C(O)C2NC(C)=O)cc1 (stereo not drawn) ?
697 NFkB inh: 29; TIM10 inh: 10; XBP1 UPR activ: 1; CHOP UPR activ: 0.7; Mdm2-MdmX inh: 18; tim10-1 inh: 6; tim23-1 inh: 4; Jurkat NFkB inh: -5

What do the screens show for `COCCCNC(=O)c1ccc(-c2nc3ccccc3nc2-c2ccccc2)cc1`?
697 NFkB inh: -10; TIM10 inh: -20; XBP1 UPR activ: 1; CHOP UPR activ: 0.8; Mdm2-MdmX inh: 10; tim10-1 inh: -1; tim23-1 inh: 17; Jurkat NFkB inh: 1

Results for CCOC(=O)CSC1=C(C#N)C(c2ccc(Cl)cc2)C(C(=O)OC)C(=O)N1 (stereo not drawn) ?
697 NFkB inh: -10; TIM10 inh: -17; XBP1 UPR activ: 1; CHOP UPR activ: -0.2; Mdm2-MdmX inh: 17; tim10-1 inh: -3; tim23-1 inh: 13; Jurkat NFkB inh: -4

Results for Cc1nnc(SCc2ccccc2)nc1-c1ccccc1 ?
697 NFkB inh: -27; TIM10 inh: 4; XBP1 UPR activ: 5; CHOP UPR activ: 9.3; Mdm2-MdmX inh: -53; tim10-1 inh: 11; tim23-1 inh: 26; Jurkat NFkB inh: -45

Continued (3 carried over from the part before).
What do the screens show for `COCCCNC(=O)c1ccc(-c2nc3ccccc3nc2-c2ccccc2)cc1`?
697 NFkB inh: -10; TIM10 inh: -20; XBP1 UPR activ: 1; CHOP UPR activ: 0.8; Mdm2-MdmX inh: 10; tim10-1 inh: -1; tim23-1 inh: 17; Jurkat NFkB inh: 1

Results for CCOC(=O)CSC1=C(C#N)C(c2ccc(Cl)cc2)C(C(=O)OC)C(=O)N1 (stereo not drawn) ?
697 NFkB inh: -10; TIM10 inh: -17; XBP1 UPR activ: 1; CHOP UPR activ: -0.2; Mdm2-MdmX inh: 17; tim10-1 inh: -3; tim23-1 inh: 13; Jurkat NFkB inh: -4

Results for Cc1nnc(SCc2ccccc2)nc1-c1ccccc1 ?
697 NFkB inh: -27; TIM10 inh: 4; XBP1 UPR activ: 5; CHOP UPR activ: 9.3; Mdm2-MdmX inh: -53; tim10-1 inh: 11; tim23-1 inh: 26; Jurkat NFkB inh: -45

Results for COc1cc(C(=O)NCc2nnc(SCC(=O)Nc3cc(C)on3)o2)cc(OC)c1OC ?
697 NFkB inh: 31; TIM10 inh: -6; XBP1 UPR activ: -3; CHOP UPR activ: -0.3; Mdm2-MdmX inh: 27; tim10-1 inh: 10; tim23-1 inh: -1; Jurkat NFkB inh: 3

Results for CN(C)/C(Cn1cncn1)=C1/N=C(c2ccccc2)OC1=O ?
697 NFkB inh: 1; TIM10 inh: 6; XBP1 UPR activ: -7; CHOP UPR activ: 1.5; Mdm2-MdmX inh: -11; tim10-1 inh: -1; tim23-1 inh: 4; Jurkat NFkB inh: -1

How did CCOC(=O)C1=C(C)N(C[C@@H]2CC[C@@H](Cc3ccc(-c4ccccc4)cc3)O2)C(=O)NC1c1cccc([N+](=O)[O-])c1 (stereo partly drawn) do in these assays?
697 NFkB inh: 19; TIM10 inh: 3; XBP1 UPR activ: 0; CHOP UPR activ: 0.8; Mdm2-MdmX inh: 44; tim10-1 inh: 18; tim23-1 inh: 25

Results for COc1ccc(OC)c(C2=NO[C@@](CC(=O)O)(C(=O)Nc3ccc4c(c3)OCCO4)C2)c1 ?
697 NFkB inh: 7; TIM10 inh: -24; XBP1 UPR activ: 4; CHOP UPR activ: -2.3; Mdm2-MdmX inh: -16; tim10-1 inh: 3; tim23-1 inh: 5; Jurkat NFkB inh: -8

Results for COc1cccc(NC(=O)C2CCCN2C(=O)Nc2ccccc2)c1 (stereo not drawn) ?
697 NFkB inh: 22; TIM10 inh: -5; XBP1 UPR activ: -3; CHOP UPR activ: -0.7; Mdm2-MdmX inh: 6; tim10-1 inh: -9; tim23-1 inh: 5; Jurkat NFkB inh: -1

Results for O=C1CN(C(=O)CN2C(=O)NC3(CCCCC3)C2=O)c2ccccc2N1 ?
697 NFkB inh: 5; TIM10 inh: 9; XBP1 UPR activ: -2; CHOP UPR activ: -1.2; Mdm2-MdmX inh: -10; tim10-1 inh: 4; tim23-1 inh: 3; Jurkat NFkB inh: 8

How did Cc1cccc(C(=O)N[C@H](C(=O)NCc2cccs2)C(C)C)c1 do in these assays?
697 NFkB inh: 9; TIM10 inh: -8; XBP1 UPR activ: -1; CHOP UPR activ: 2.0; Mdm2-MdmX inh: 25; tim10-1 inh: -4; tim23-1 inh: 1; Jurkat NFkB inh: 3

Results for COc1ccc(NS(=O)(=O)c2ccc(N3CCCC3=O)cc2)cn1 ?
697 NFkB inh: -9; TIM10 inh: 2; XBP1 UPR activ: -2; CHOP UPR activ: -0.9; Mdm2-MdmX inh: 35; tim10-1 inh: 2; tim23-1 inh: 10; Jurkat NFkB inh: 12

What do the screens show for `CCOC(=O)C1(Cc2ccc(OC)cc2)CCN(C(=O)c2cncs2)CC1`?
697 NFkB inh: -5; TIM10 inh: -3; XBP1 UPR activ: 3; CHOP UPR activ: 0.9; Mdm2-MdmX inh: 8; tim10-1 inh: 33; tim23-1 inh: 15; Jurkat NFkB inh: -29

Results for Cc1cc(NCc2ccccn2)n2nc(C)c(-c3ccccc3)c2n1 ?
697 NFkB inh: 0; TIM10 inh: 20; XBP1 UPR activ: 5; CHOP UPR activ: 15; Mdm2-MdmX inh: 31; tim10-1 inh: -10; tim23-1 inh: -23; Jurkat NFkB inh: -6

How did O=C(CNC(=S)N(Cc1ccccc1F)C1CCCCC1)NCC1CCCO1 (stereo not drawn) do in these assays?
697 NFkB inh: -29; TIM10 inh: 14; XBP1 UPR activ: 2; CHOP UPR activ: 0.9; Mdm2-MdmX inh: 17; tim10-1 inh: 16; tim23-1 inh: 23; Jurkat NFkB inh: -15

What do the screens show for `c1ccc(-c2nc(NCc3ccco3)c3ccccc3n2)nc1`?
697 NFkB inh: 11; TIM10 inh: 19; XBP1 UPR activ: 6; CHOP UPR activ: 67*; Mdm2-MdmX inh: 65*; tim10-1 inh: 31; tim23-1 inh: 3; Jurkat NFkB inh: 7

Results for Cc1cccc(C)c1NC(=O)COC(=O)Cc1ccsc1 ?
697 NFkB inh: 2; TIM10 inh: 1; XBP1 UPR activ: 0; CHOP UPR activ: -1.1; Mdm2-MdmX inh: -9; tim10-1 inh: 23; tim23-1 inh: 8; Jurkat NFkB inh: 4

Screening data from PubChem.
